Source: PubChem
Salmonella PhoP GFP = PhoP regulon inhibitors, Salmonella typhi PhoP promoter GFP reporter, confirmatory (AID 1850); Salmonella Typhi PhoP-promoter GFP reporter, fluorescence, 4 h; higher % means a stronger effect; one-dose inhibition, % at 50 µM; IC50 in µM for titrated hits; actives 0.33% (n = 310,000); in the data active means a potency from the dose series; inconclusive means inhibition mostly from about 25% at the one dose, without a potency; inactive means the rest, 99 in 100 with inhibition below about 19%;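 further: 0% = induced wells with vehicle and 100% = uninduced wells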
influenza NS1A = H1N1 influenza NS1A inhibitors, functional cell based assay (AID 504329) | NS1A functional cell-based assay, percent inhibition; higher % means a stronger effect | inhibition, % at 12.5 µM, or IC50 in µM where a hit was titrated | actives 0.3% (n = 340,000); in the data active means a potency from the dose series; inconclusive means inhibition above about 27% without an active follow-up result; further: strong numbers were not always called active
H37Rv inhibition = M. tuberculosis growth inhibition, HTS (AID 449762); M. tuberculosis H37Rv growth inhibition, 7H9 media; higher % means a stronger effect; one-dose inhibition, % at 25 µM; IC50 in µM for titrated hits; actives 0.59% (n = 330,000); in the data active means a potency from the dose series; inconclusive means inhibition above about 70% without an active follow-up result;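 further: bacterial growth assessed after seven days of incubation; strong numbers were not always called active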
tuberculosis growth = growth inhibition of non-replicating M. tuberculosis (AID 488890). Mycobacterium tuberculosis non-replicating, growth inhibition; higher % means a stronger effect. inhibition, % at 25 µM; hits with a dose series show IC50 in µM. actives 0.39% (n = 320,000); in the data active means a potency from the dose series; inconclusive means inhibition mostly from about 82% at the one dose, without a potency; inactive means the rest, 99 in 100 with inhibition below about 76%;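 further: plate controls were DMSO cells for no effect and high antibiotic wells for full effect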
VEEV TC-83 Vero = inhibitors of VEEV TC-83 cytopathic effect, confirmation, Vero cells (AID 588727); Vero cells, VEEV TC-83 cytopathic effect inhibition; higher % means a stronger effect; inhibition, % at 20 µM; hits with a dose series show IC50 in µM; actives 0.13% (n = 350,000); in the data active means a potency from the dose series; inconclusive means inhibition mostly from about 14% at the one dose, without a potency; inactive means the rest, 99 in 100 with inhibition below about 12%; further: strong numbers were not always called active
VEEV TC-83 Vero 10K pilot screen = also measured in VEEV TC-83 Vero; calls as there; inhibition, %; measured here: 10K pilot screen inhibition
An asterisk follows results filed as active.

`COc1cc(C#N)ccc1OCC(=O)Nc1cccc(S(=O)(=O)N2CCCC2)c1` gave Salmonella PhoP GFP 22%, influenza NS1A 10%, H37Rv inhibition -2%, tuberculosis growth 26% and VEEV TC-83 Vero 1.2%.
CCOC(=O)c1cc2cc(F)ccc2nc1C was read as Salmonella PhoP GFP 5%, influenza NS1A -1%, H37Rv inhibition 2%, tuberculosis growth 0% and VEEV TC-83 Vero 1.5%.
For O=C1NC2(CCc3ccccc32)C(=O)N1CCOc1ccc(Cl)cc1 (centres undefined) the results were Salmonella PhoP GFP -6%, influenza NS1A 5%, H37Rv inhibition 7%, tuberculosis growth 70% and VEEV TC-83 Vero inactive.
Cc1ccccc1C(=O)N1CCC(C(=O)Nc2cccc(F)c2)CC1 was read as Salmonella PhoP GFP -1%, influenza NS1A 7%, H37Rv inhibition 0%, tuberculosis growth -10% and VEEV TC-83 Vero 3.5%.
`O=C1c2ccccc2[C@@H]2C[C@@H](O)[C@H](Nc3cccc(C(F)(F)F)c3)CCN12` gave influenza NS1A -21% and VEEV TC-83 Vero 4.2%.
Cc1cc(=O)oc2cc(OC(C)C(=O)NCC3CCC(C(=O)O)CC3)ccc12 (centres undefined) was read as Salmonella PhoP GFP 8%, influenza NS1A 4%, H37Rv inhibition -7%, tuberculosis growth 14% and VEEV TC-83 Vero inactive.
`COc1cccc(/C=C2\SC(=S)N(NS(=O)(=O)c3ccccc3)C2=O)c1OC` gave Salmonella PhoP GFP -20%, influenza NS1A -4%, H37Rv inhibition 0%, tuberculosis growth 18% and VEEV TC-83 Vero 1.9%.
Screening Cc1nc2c(-c3ccccc3)cnn2c(N)c1-c1ccccc1 returned Salmonella PhoP GFP 2%, influenza NS1A 13%, H37Rv inhibition 50%, tuberculosis growth 30% and VEEV TC-83 Vero 3.7%.
`O=S(=O)(CCSc1nc2ccccc2o1)Cc1ccccc1` gave Salmonella PhoP GFP -12%, influenza NS1A 8%, H37Rv inhibition -5%, tuberculosis growth 61% and VEEV TC-83 Vero 0.6%.
Screening CC(=O)Nc1ccc(SCC(=O)OCC(=O)NC(=O)NC2CCCC2)cc1 returned Salmonella PhoP GFP 0%, influenza NS1A -2%, H37Rv inhibition -2%, tuberculosis growth -5% and VEEV TC-83 Vero 0.9%.
Screening Cc1cccc(Nc2nnc(SCC(=O)Nc3cccnc3Cl)s2)c1 returned Salmonella PhoP GFP -6%, influenza NS1A 1%, H37Rv inhibition inconclusive, tuberculosis growth inconclusive and VEEV TC-83 Vero 1.8%.
CC(=O)c1cccc(NC(=O)COC(=O)c2n[nH]c3ccccc23)c1 was read as Salmonella PhoP GFP 13%, influenza NS1A 11%, H37Rv inhibition 7%, tuberculosis growth -5% and VEEV TC-83 Vero 0.9%.
`O=S(=O)(Cc1ncc(C(F)(F)F)cc1Cl)c1ccccc1` gave Salmonella PhoP GFP -5%, influenza NS1A 0%, H37Rv inhibition -13%, tuberculosis growth -4% and VEEV TC-83 Vero 2.6%.
Cc1ccc(NC(=O)COC(=O)CNC(=O)C2CCCCC2)c(Br)c1 was read as Salmonella PhoP GFP -20%, influenza NS1A -7%, H37Rv inhibition -2%, tuberculosis growth 6% and VEEV TC-83 Vero inactive.
CCOCCCNC(=O)C(NC(=O)CNC(=O)c1ccccc1)c1ccc(C)cc1 (centres undefined) was read as Salmonella PhoP GFP -3%, influenza NS1A 10%, H37Rv inhibition -3%, tuberculosis growth 2% and VEEV TC-83 Vero 1.3%.

A stretch from the list above, for reference:
`COc1cc(C#N)ccc1OCC(=O)Nc1cccc(S(=O)(=O)N2CCCC2)c1` gave Salmonella PhoP GFP 22%, influenza NS1A 10%, H37Rv inhibition -2%, tuberculosis growth 26% and VEEV TC-83 Vero 1.2%.
CCOC(=O)c1cc2cc(F)ccc2nc1C was read as Salmonella PhoP GFP 5%, influenza NS1A -1%, H37Rv inhibition 2%, tuberculosis growth 0% and VEEV TC-83 Vero 1.5%.
For O=C1NC2(CCc3ccccc32)C(=O)N1CCOc1ccc(Cl)cc1 (centres undefined) the results were Salmonella PhoP GFP -6%, influenza NS1A 5%, H37Rv inhibition 7%, tuberculosis growth 70% and VEEV TC-83 Vero inactive.
Cc1ccccc1C(=O)N1CCC(C(=O)Nc2cccc(F)c2)CC1 was read as Salmonella PhoP GFP -1%, influenza NS1A 7%, H37Rv inhibition 0%, tuberculosis growth -10% and VEEV TC-83 Vero 3.5%.
`O=C1c2ccccc2[C@@H]2C[C@@H](O)[C@H](Nc3cccc(C(F)(F)F)c3)CCN12` gave influenza NS1A -21% and VEEV TC-83 Vero 4.2%.
Cc1cc(=O)oc2cc(OC(C)C(=O)NCC3CCC(C(=O)O)CC3)ccc12 (centres undefined) was read as Salmonella PhoP GFP 8%, influenza NS1A 4%, H37Rv inhibition -7%, tuberculosis growth 14% and VEEV TC-83 Vero inactive.

(next part)
CCCCn1c(=O)cc(N2CCOCC2)[nH]c1=O was read as Salmonella PhoP GFP 3%, influenza NS1A -32%, H37Rv inhibition -8%, tuberculosis growth -22% and VEEV TC-83 Vero 0.7%.
`O=C(NC1CC1)C1CC(=O)N(c2cccc(Cl)c2)C1` (centres undefined) gave Salmonella PhoP GFP -1%, influenza NS1A -3%, H37Rv inhibition -9%, tuberculosis growth 3% and VEEV TC-83 Vero 11%.
CCc1ccc(C(=O)NC(CCSC)C(=O)OC)cc1 (centres undefined) was read as Salmonella PhoP GFP 3%, influenza NS1A 6%, H37Rv inhibition 4%, tuberculosis growth -6% and VEEV TC-83 Vero 3.8%.
For Cc1ccc2[nH]c(-c3ccccc3)c(CN(C)C)c(=O)c2c1 the results were Salmonella PhoP GFP -3%, influenza NS1A -8%, H37Rv inhibition 8%, tuberculosis growth 4% and VEEV TC-83 Vero 1.3%.
Screening COc1ccc(CCNC(=O)c2cc(-c3ccccn3)nc3ccccc23)cc1 returned influenza NS1A -10%, H37Rv inhibition 3%, tuberculosis growth 19% and VEEV TC-83 Vero 7.2%.
Screening Cc1nnc(SCc2nnc(-c3cccs3)o2)n1C returned Salmonella PhoP GFP -3%, influenza NS1A -15%, H37Rv inhibition -2% and VEEV TC-83 Vero inactive.
For O=C(CSc1nnc(NC(=O)c2ccccc2F)s1)NC1CC1 the results were Salmonella PhoP GFP 6%, influenza NS1A -9%, H37Rv inhibition 9%, tuberculosis growth 22% and VEEV TC-83 Vero 1.9%.
Screening COCC(=O)N1CCCC(C(=O)c2ccc(Oc3ccccc3)cc2)C1 (centres undefined) returned Salmonella PhoP GFP 1%, influenza NS1A -16%, H37Rv inhibition 10%, tuberculosis growth -4% and VEEV TC-83 Vero 2.7%.
Screening CCn1c(SCC(=O)Nc2cc(C)on2)nnc1-c1ccccc1 returned Salmonella PhoP GFP 3%, influenza NS1A 8%, H37Rv inhibition -2%, tuberculosis growth 30%, VEEV TC-83 Vero 5.2% and VEEV TC-83 Vero 10K pilot screen 0.0.
`CCCC(=O)n1nc(-c2ccccc2)nc1SC` gave Salmonella PhoP GFP -1%, influenza NS1A -2%, H37Rv inhibition 1% and VEEV TC-83 Vero 0.4%.
Screening COc1ccccc1N(C)S(=O)(=O)c1ccc(C(=O)N2CCCc3ccccc32)cc1 returned Salmonella PhoP GFP -4%, influenza NS1A 2%, H37Rv inhibition -1%, tuberculosis growth 12% and VEEV TC-83 Vero 6.6%.
Screening N=c1n(CCN2CCCCC2)c2ccccc2n1CC(=O)c1cccc([N+](=O)[O-])c1 returned Salmonella PhoP GFP 16%, influenza NS1A 2%, H37Rv inhibition 18%, tuberculosis growth 65% and VEEV TC-83 Vero 5.9%.
`COc1cc2[nH]c(C(=O)N3CCN(c4ccccc4F)CC3)cc2c(OC)c1OC` gave Salmonella PhoP GFP -1%, influenza NS1A 0%, H37Rv inhibition 4%, tuberculosis growth 12% and VEEV TC-83 Vero inactive.
COc1cc(NS(=O)(=O)c2ccc(NC(=O)c3ccc(F)cc3)cc2)ncn1 was read as Salmonella PhoP GFP -7%, influenza NS1A -5%, H37Rv inhibition 6%, tuberculosis growth 20% and VEEV TC-83 Vero 0.8%.
CC(C)CN(C#N)c1nc(N2CCOCC2)nc(N2CCOCC2)n1 was read as Salmonella PhoP GFP 2%, influenza NS1A 4%, H37Rv inhibition -12% and VEEV TC-83 Vero 2.4%.
Cc1ccc(-c2cc(C(=O)Nc3cc(C)on3)c3ccccc3n2)c(C)c1 was read as Salmonella PhoP GFP -8%, influenza NS1A 9%, H37Rv inhibition 8% and VEEV TC-83 Vero 1.1%.
O=C(c1ccc(F)c(S(=O)(=O)N2CCOCC2)c1)N(CCc1ccccc1)Cc1ccccc1 was read as Salmonella PhoP GFP -2%, influenza NS1A 0%, H37Rv inhibition -5%, tuberculosis growth -6% and VEEV TC-83 Vero 8.0%.
For COc1ccc(CNC(=O)CCSc2ccc(F)cc2)cc1OC the results were Salmonella PhoP GFP 6%, influenza NS1A 9%, H37Rv inhibition -1%, tuberculosis growth 19% and VEEV TC-83 Vero 0.4%.
CCc1cccc(OCCCCNCCCOC)c1 was read as Salmonella PhoP GFP 7%, influenza NS1A 25%, H37Rv inhibition -17%, tuberculosis growth -1% and VEEV TC-83 Vero 0.2%.
CCCCNC(=O)CSc1nc2c(sc(=S)n2-c2cc(Cl)ccc2OC)c(=O)[nH]1 was read as Salmonella PhoP GFP 5%, influenza NS1A -2%, H37Rv inhibition 3%, tuberculosis growth 10% and VEEV TC-83 Vero inactive.
`c1ccc(Cc2noc(CN3CCN(Cc4ccc5c(c4)OCO5)CC3)n2)cc1` gave Salmonella PhoP GFP 3%, influenza NS1A 9%, H37Rv inhibition -5%, tuberculosis growth -13% and VEEV TC-83 Vero 0.9%.
CC1CCC(C(C)C)C(OP(=O)(c2ccccc2)C(O)c2ccncc2)C1 (centres undefined) was read as Salmonella PhoP GFP -5%, influenza NS1A -4%, H37Rv inhibition -5%, tuberculosis growth -3% and VEEV TC-83 Vero 1.8%.
For O=C(CSc1nnc(Nc2ccccc2)s1)NN1C(=O)NC2(CCCCC2)C1=O the results were Salmonella PhoP GFP 4%, influenza NS1A -2%, H37Rv inhibition 7%, tuberculosis growth -1% and VEEV TC-83 Vero 1.3%.
`O=C(Cc1ccccc1)OCC(=O)c1cccc([N+](=O)[O-])c1` gave influenza NS1A -13%, H37Rv inhibition 2%, tuberculosis growth 26% and VEEV TC-83 Vero 1.0%.
For O=C(COc1cccc(Cl)c1)Nc1ccc(N2CCOCC2)cc1 the results were Salmonella PhoP GFP -7%, influenza NS1A -24%, H37Rv inhibition 0%, tuberculosis growth 11% and VEEV TC-83 Vero 1.7%.
For Cc1cccn2c(=O)c3cc(C(=O)NCCC4=CCCCC4)n(C)c3nc12 the results were Salmonella PhoP GFP 3%, influenza NS1A -3%, H37Rv inhibition -1%, tuberculosis growth 5% and VEEV TC-83 Vero 3.2%.
`O=c1[nH]c(=O)n(Cc2ccc(F)cc2)c(O)c1C=NCC1CCCO1` (centres undefined) gave Salmonella PhoP GFP -5%, influenza NS1A 7%, H37Rv inhibition 4%, tuberculosis growth 0% and VEEV TC-83 Vero inactive.
COc1ccc([N+](=O)[O-])cc1-n1cccc1 was read as Salmonella PhoP GFP -8%, influenza NS1A 8%, H37Rv inhibition 2%, tuberculosis growth 14% and VEEV TC-83 Vero 0.4%.
`Cc1ccc(-n2nnnc2Sc2nc([N+](=O)[O-])nn2C)cc1` gave Salmonella PhoP GFP -9%, influenza NS1A -5%, H37Rv inhibition 12%, tuberculosis growth 30% and VEEV TC-83 Vero 2.2%.
`CCOC(=O)C1CCCN(C(=O)CCCOc2cc(=O)n(C)c3ccccc23)C1` (centres undefined) gave Salmonella PhoP GFP 1%, influenza NS1A -20%, H37Rv inhibition -20%, tuberculosis growth -16% and VEEV TC-83 Vero 1.0%.
`COc1ccc2c(c1OC)C(=O)N1c3ccccc3C(=O)N(c3ccc(F)cc3)C21` (centres undefined) gave Salmonella PhoP GFP 4%, influenza NS1A -3%, H37Rv inhibition -3%, tuberculosis growth 10% and VEEV TC-83 Vero 7.0%.
`Cc1cc(F)ccc1S(=O)(=O)N1CCCOC1CNC(=O)C(=O)NCCC1=CCCCC1` (centres undefined) gave Salmonella PhoP GFP -5%, influenza NS1A -4%, H37Rv inhibition -3%, tuberculosis growth -7% and VEEV TC-83 Vero 1.5%.
`CCOC(=O)c1ccc(NC(=O)CSc2ccc(-c3ccncc3)nn2)cc1` gave Salmonella PhoP GFP 6%, influenza NS1A -1%, H37Rv inhibition 59%, tuberculosis growth 41% and VEEV TC-83 Vero inactive.
